SENP8 block-1: SENP8 (human) protease inhibition; Q96LD8; recombinant SENP8, Nedd8 substrate fluorescence; inhibition, % at 20 µM; 360,000 compounds, 0.64% hits; AID 602440; in the data active = inhibition mostly above about 40%, no sharp cut-off; inactive = mostly below about 27%
Target sequence (Q96LD8 whole entry, looked up): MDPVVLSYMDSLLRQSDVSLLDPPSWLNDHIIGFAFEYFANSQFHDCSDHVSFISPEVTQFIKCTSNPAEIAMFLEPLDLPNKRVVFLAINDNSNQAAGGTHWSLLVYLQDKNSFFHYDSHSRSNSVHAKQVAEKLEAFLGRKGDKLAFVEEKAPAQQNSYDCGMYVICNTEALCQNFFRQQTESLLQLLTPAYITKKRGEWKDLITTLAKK
HKDC1 inh: inhibitors of human hexokinase HKDC1; AID 493160; recombinant HKDC1, G6PDH/diaphorase resazurin coupled fluorescence; Q2TB90; 340,000 compounds, 0.16% hits; inhibition, % at 20 µM;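 active = inhibition above about 35% when tested at 20 µM, limit read from the data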;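 also: plate controls were DMSO wells with enzyme for no effect and DMSO wells lacking enzyme for full effect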
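Material: recombinant HKDC1 hexokinase; Amount: HKDC1 at 5 µg/mL; Medium: Tris pH 8.0 buffer with MgCl2, Tween-20, BSA, BME; Schedule: 90 min reaction incubation at room temperature, dark; Technique: coupled resazurin fluorescence, excitation 525 nm, emission 613 nm.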
SENP7 block: SENP7 protease inhibition; recombinant SENP7, Z-RLRGG-aminoluciferin luminescence, 40 min; AID 434973; Q9BQF6; 330,000 compounds, 1.5% hits; inhibition, % at 5 µM;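 active = inhibition above about 50% at the single test dose, limit read from the data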;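 also: plate controls were DMSO with enzyme for no effect and no enzyme buffer wells for full effect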
PfGluPho inh: PfG6PD (Plasmodium falciparum) enzyme inhibition. PfGluPho enzyme, NADPH resazurin-diaphorase fluorescence. 350,000 compounds, 0.78% hits. inhibition, % at 20 µM. AID 504690;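 active = inhibition reaching at least a set limit at 20 µM in the primary screen, cut at about 59% in these data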;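 also: 0% = DMSO wells with substrate and 100% = DMSO wells lacking glucose-6-phosphate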
NLRP3 yeast inh: NALP3 inhibition in yeast. Yeast reconstituted NLRP3/ASC/caspase-1, beta-gal luminescence, 24 h. 330,000 compounds, 0.39% hits. AID 2825. inhibition, % at 10 µM;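 active = inhibition of 50% or more; inactive = inhibition below 50%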;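 also: plate controls were induced DMSO wells for no effect and uninduced yeast grown without galactose for full effect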
SENP6 inh: inhibitors of human SENP6 protease; inhibition, % at 10 µM; Recombinant SENP6 catalytic domain, aminoluciferin luminescence; Q9GZR1; 330,000 compounds, 1.8% hits;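 active = inhibition above about 50% at the single tested dose, limit read from the data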;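 also: plate controls were DMSO wells with enzyme for no effect and DMSO wells lacking enzyme for full effect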
Target sequence (Q9GZR1 628-1112 limits assumed): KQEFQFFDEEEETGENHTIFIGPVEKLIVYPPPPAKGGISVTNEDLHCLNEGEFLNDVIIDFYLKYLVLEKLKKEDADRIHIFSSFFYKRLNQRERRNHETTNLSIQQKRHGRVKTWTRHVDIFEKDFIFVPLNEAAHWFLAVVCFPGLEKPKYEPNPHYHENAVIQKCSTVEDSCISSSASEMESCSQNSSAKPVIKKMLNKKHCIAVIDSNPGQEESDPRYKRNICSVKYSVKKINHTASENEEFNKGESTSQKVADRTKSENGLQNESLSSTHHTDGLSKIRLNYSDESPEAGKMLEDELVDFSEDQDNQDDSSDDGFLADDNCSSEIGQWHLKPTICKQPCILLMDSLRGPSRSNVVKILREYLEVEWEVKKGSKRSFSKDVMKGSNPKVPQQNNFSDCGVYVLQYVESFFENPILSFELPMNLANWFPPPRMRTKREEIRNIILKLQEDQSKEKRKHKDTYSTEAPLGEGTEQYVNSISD
Apaf-1 inh: human Apaf-1 inhibition | inhibition, % at 20 µM | O14727 | reconstituted apoptosome caspase-3 activity, DEVD-Rh110 fluorescence | 330,000 compounds, 0.71% hits; active = inhibition of at least 40% at 20 µM;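 also: plate controls were DMSO wells for no effect and DEVD-CHO caspase inhibitor wells for full effect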
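Material: reconstituted apoptosome with Apaf-1, cytochrome c, caspase-9, procaspase-3, dATP. Technique: Rh110 fluorescence intensity. Buffer or medium: pH 7.5 Hepes buffer with CHAPS, BSA, DTT. Times: 30 min plus 50 min, RT.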
SENP8 block-2: blocks the human protease SENP8; Q96LD8; purified SENP8, Z-RLRGG-aminoluciferin cleavage, luminescence; inhibition, % at 10 µM; 330,000 compounds, 1.2% hits; AID 2540; in the data active = inhibition above about 50%
SENP1 inh: inhibitors of human SENP1 SUMO protease catalytic domain; Q9P0U3; recombinant SENP1 catalytic domain, CyPet-SUMO1-YPet FRET cleavage; inhibition, % at 10 µM; 360,000 compounds, 0.21% hits; AID 624204;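 active = inhibition at least 30% at 10 µM, raw YFP signal under a set limit, fluorescence ratio 0.5 to 1.5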;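 also: 0% = enzyme with DMSO and 100% = no enzyme wells; some results filed as inactive read as strong as hits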
Target sequence (Q9P0U3 419-644 limits assumed): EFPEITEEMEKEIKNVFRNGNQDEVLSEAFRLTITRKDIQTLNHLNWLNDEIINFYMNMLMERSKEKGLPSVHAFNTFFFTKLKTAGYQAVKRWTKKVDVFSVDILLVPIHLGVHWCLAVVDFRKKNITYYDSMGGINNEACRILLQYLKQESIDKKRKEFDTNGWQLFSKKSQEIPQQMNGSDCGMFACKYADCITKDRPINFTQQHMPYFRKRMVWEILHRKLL
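Test system: human SENP1 catalytic domain; medium: Tris pH 8 buffer plus EDTA, NaCl, BME, BSA, NP40, catalase; incubation: 50 min reaction at room temperature; technique: FRET, CFP and YFP emission; controls: no-enzyme low control and enzyme-plus-DMSO high control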
* = called active by the depositor; / = not tested or not shown; & = joins results of further samples.

SMILES	SENP8 block-1	HKDC1 inh	SENP7 block	PfGluPho inh	NLRP3 yeast inh	SENP6 inh	Apaf-1 inh	SENP8 block-2	SENP1 inh
COc1ccc(NC(=O)CSc2ncn[nH]2)c([N+](=O)[O-])c1	12	-6	-1	-5	4	1	-3	10	1
COc1ccccc1Nc1nnc(SCC(=O)N2CC(=O)Nc3ccccc32)s1	7	-7	-5	5	14	-10	-9	-8	2
COc1ccc2cc(CCOC3CCCCO3)ncc2c1 (stereo not drawn)	-81	5	-4	1	5	-8	6	-15	-2
Cn1c(-c2ccco2)nc2cc3ccccc3cc21	-293	13	98*	60*	41	99*	14	94*	-12
Cc1cc(-c2ccc(C)c(S(=O)(=O)NCCN3CCC(C)CC3)c2)on1	10	-4	2	-6	13	-2	5	0	0
COc1ccc(-n2nc(C(=O)NCC(=O)N3CCN(c4ccccn4)CC3)c3ccccc3c2=O)cc1OC	-51	-7	2	3	-3	-2	-4	5	-1
CCn1c(SCC(=O)Nc2ccc(F)cc2)nnc1C1CC1	8	-5	-6	-8	-8	-12	10	-8	0
O=C(Nc1ncnc2sc3c(c12)CCCCC3)c1ccccc1	-14	5	-3	-17	6	1	22	0	3
Cc1cc(C)c2nc(-c3ccccn3)cc(C(=O)N3CCCC3)c2c1	-169	-4	-6	7	17	-6	2	0	-4
O=C(CCCSc1nc2ccccc2[nH]1)NCc1ccccc1F	8	-10	2	6	7	-7	0	1	0
Cc1ccc(S(=O)(=O)N2CCCN(C(=O)CNC(=O)c3cccc(C)c3)CC2)cc1	1	-1	-5	7	6	-29	2	-10	4
COc1ccc(C(=O)Nc2ccccc2C(=O)NCC2CCCO2)cc1 (stereo not drawn)	-38	-2	11	8	8	-2	-8	-3	-1
CCOc1ccccc1NC(=S)NC(=O)C1CC1	6	-2	-3	4	9	1	9	4	0
CCOC(=O)C1(CC2CCCCO2)CCN(Cc2cn[nH]c2-c2cccc(F)c2)CC1 (stereo not drawn)	45*	-4	-3	-20	-3	-9	-6	-8	2
COc1ccc(OC)c(S(=O)(=O)N2CCCC(C(=O)NCc3ccncc3)C2)c1 (stereo not drawn)	-2	5	4	-21	20	-21	-1	1	1
COCc1cc(C)nc2sc(C(=O)N3CCCCC3)c(N)c12	-44	16	-6	-1	15	-1	-4	-12	-1
COc1cccc(CNC(=O)CCC2CCCN(C(=O)c3ccoc3)C2)c1 (stereo not drawn)	6	-8	-1	-13	17	13	-9	2	1
CCC(C)N1CCN(C(=O)C2CCN(S(=O)(=O)c3c(C)noc3/C=C/c3ccco3)CC2)CC1 (stereo not drawn)	-41	-1	-12	2	8	-6	2	-9	-2
O=c1c2ccccc2nc(CSc2ncnc3nc[nH]c23)n1-c1cccc(C(F)(F)F)c1	38	-6	1	6	16	-18	7	0	0
FC(F)(F)c1ccccc1CN1CCC(Cc2ccccc2)CC1	17	2	-1	14	11	-25	-1	-1	0
COc1cc(Cl)c(S(=O)(=O)N2CCOCC2)cc1Cl	32	-1	-6	-15	32	-6	-3	1	3
COc1ccc(S(=O)(=O)Nc2ccccc2C(=O)N2CCCC2)cc1OC	22	-4	-1	1	18	-31	-33	0	1
CC1(C)CC(N2CCC(=O)NC2=S)CC(C)(C)N1	17	-4	-3	-8	1	-18	-12	-4	1
CC(=O)Nc1ccc(S(=O)(=O)Nc2nnc(C(C)(C)C)s2)cc1	7	1	-6	-20	-18	-10	12	-9	-2
O=C(c1ccc2c(c1)OCO2)N1CCN(c2cccc(C(F)(F)F)c2)CC1	16	-2	-2	-4	-24	1	16	5	0
CC(C)C(NS(=O)(=O)c1ccc2c(c1)oc(=O)n2C)C(=O)N1CCN(Cc2ccccc2)CC1 (stereo not drawn)	1	-7	-1	6	7	3	-1	8	2
COC(=O)C1=C(O)/C(=C\c2cc(C)n(-c3ccccc3C)c2C)N=C1C	-148	-3	4	32	5	9	7	5	-44
COc1ccc2cc1Oc1ccc(cc1)C[C@H]1c3c(cc(OC)c4c3Oc3c(ccc5c3[C@H](C2)N(C)CC5)O4)CCN1C	13	1	3	24	69*	-22	59*	-6	3
Cc1cccc(NC(=O)c2c([N+](=O)[O-])cnn2C)c1	8	2	3	-7	4	0	5	9	2
CCOC(=O)c1ccc(NC(=O)Cn2nnc(-c3ccc(C)cc3)n2)cc1	16	1	-7	-14	5	-5	-8	8	1
COc1cc(C(=O)Nc2ccc(S(=O)(=O)NC(C)(C)C)cc2)cc(OC)c1OC	15	2	1	24	9	-2	3	1	2
O=C(NNC(=O)c1ccc(-c2ccccc2)cc1)Nc1ccccc1	17	-10	-17	-4	7	-1	-8	-2	1
c1ccc2n[nH]nc2c1	9	-8	/	-5	/	/	/	/	0
CCOc1ccc(S(=O)(=O)N2CCOCC2)cc1[N+](=O)[O-]	5	8	0	3	16	-19	-7	-6	2
C=CCN(C(=O)c1oc2c(Cl)cc(C)cc2c1C)C1CCS(=O)(=O)C1 (stereo not drawn)	3	-2	2	15	24	7	6	6	3
CC(=O)Nc1ccc(S(=O)(=O)N2c3ccccc3NC(=O)CC2C)c(Cl)c1 (stereo not drawn)	20	3	2	1	9	-7	-18	3	0
N/C(=N\OC(=O)c1cc(Cl)ccc1Cl)c1ccccn1	11	-10	76*	2	-19	51*	2	65*	1
O=C(/C=C/c1cccc(Cl)c1)NCCN1CCOCC1	3	-8	-9	-1	-11	-14	7	-11	1
O=C(c1ccc(Cn2cc([N+](=O)[O-])cn2)o1)N1CCCCCC1	0	5	3	6	5	-2	6	1	-1
O=c1oc2ccccc2c(NCCc2ccccc2)c1[N+](=O)[O-]	22	14	3	-2	17	-14	28	0	-1
CCOc1ccc(N2CC(=O)SC2=S)cc1	9	-9	7	9	13	-4	-19	4	0
O=C(NC12CC3CC(CC(C3)C1)C2)c1ccccc1	10	8	0	7	27	9	0	-9	2
O=C(CSc1ncccn1)NCc1cccs1	9	-1	-12	-4	-4	8	-5	-10	1
CCN(CCS(=O)(=O)c1ccc(Cl)cc1)Cc1nc2ccccc2c(=O)[nH]1	-3	-5	-5	18	6	5	-6	-2	-4
Cc1occc1C(=O)Nc1c(F)cc(F)cc1Br	3	-6	-3	-7	-4	-9	1	-3	-2
CCCC(=O)NC(c1cccs1)c1cc([N+](=O)[O-])c2cccnc2c1O (stereo not drawn)	52*	-9	/	7	/	/	/	/	-4
O=C(CSc1ccccc1)N[C@@H](Cc1ccccc1)C(=O)O	22	4	-2	-9	6	-9	-3	0	5
CCS(=O)(=O)N1CCCC(C(=O)NCC2CCCO2)C1 (stereo not drawn)	29	-8	-1	-1	16	1	-7	5	1
N#CCCN(CCC#N)C(=O)COc1ccc(Cl)cc1Cl	12	-9	-3	4	-4	-7	1	-9	0
CCN1C(=O)c2ccccc2S(=O)c2ccc(C(=O)NCc3ccccn3)cc21 (stereo not drawn)	0	-3	7	6	12	-8	9	0	2
CC(=O)O[C@H]1C[C@@]2(C)[C@@H](C[C@@H](O)[C@H]3[C@@]4(C)CC[C@@H](O)[C@@H](C)[C@@H]4CC[C@@]32C)/C1=C(\CCC=C(C)C)C(=O)O	7&17	5&-2	2&13	21&-10	6&15	4&-3	1&2	0&-1	-1&0
CC(C)(C)NC(=O)C1CCC(CNS(=O)(=O)c2cccc3nsnc23)CC1 (stereo not drawn)	5	-1	2	-8	8	6	-14	8	5
COCC(=O)N(Cc1cc2cc(C)ccc2[nH]c1=O)c1ccc(C)c(C)c1	-91	7	7	1	21	-8	8	-7	-3
O=C(O)CCC(NS(=O)(=O)c1ccc(-c2ccccc2)cc1)C(=O)O (stereo not drawn)	17	-2	1	-20	1	8	1	-6	1
O=C(CC1Sc2ccccc2NC1=O)NNc1ccc(Cl)cc1Cl (stereo not drawn)	-5	-4	/	4	/	/	/	/	2
COc1ccc(OCC(=O)Nc2ccc(C)c(S(=O)(=O)N(C)C)c2)cc1	-5	-2	0	-12	17	-7	11	-3	-4
COC(=O)c1ccccc1NC(=S)NC(=O)c1ccc(C)cc1	-348	7	9	15	2	3	-15	-1	1
O=C(CSc1ccc2nnc(-c3ccccc3)n2n1)NCc1ccco1	-76	-4	-3	2	-6	-16	7	2	0
COc1ccc(NC(=S)N(CCCN2CCOCC2)C(C)c2cc3cccc(OC)c3o2)cc1 (stereo not drawn)	13	1	8	7	13	-6	3	-4	4
COCCCn1c(=O)/c(=C\c2ccc(OC(F)F)c(OC)c2)s/c1=C(/C#N)C(N)=O	-144	-7	12	9	-1	-20	-16	-2	-34

2 neighbouring compounds already listed:
SMILES	SENP8 block-1	HKDC1 inh	SENP7 block	PfGluPho inh	NLRP3 yeast inh	SENP6 inh	Apaf-1 inh	SENP8 block-2	SENP1 inh
CCOc1ccc(N2CC(=O)SC2=S)cc1	9	-9	7	9	13	-4	-19	4	0
O=C(NC12CC3CC(CC(C3)C1)C2)c1ccccc1	10	8	0	7	27	9	0	-9	2

Further entries.
SMILES	SENP8 block-1	HKDC1 inh	SENP7 block	PfGluPho inh	NLRP3 yeast inh	SENP6 inh	Apaf-1 inh	SENP8 block-2	SENP1 inh
Cc1ccc(S(=O)(=O)N2CCOCC2)cc1NC(=O)COc1cccc(-n2cnnn2)c1	20	0	0	-11	2	-2	-7	2	1
CC1CCN(C(=O)c2ccc(-n3cnnn3)cc2)CC1	21	-9	14	5	16	-13	2	-1	0
CN(C)C(=O)CCc1ccc2c3c([nH]c2c1)[C@]1(C)[C@@H](C(=O)N2CCCCC2)C[C@H](CC(=O)NC(C)(C)C)C(=O)N1CC3	4	-1	-7	14	/	/	14	/	0
CC1CCN(CCCNC(=O)C2CCN(S(=O)(=O)N3CCC4(CC3)OCCO4)CC2)CC1	15	-4	-1	4	5	-2	4	1	1
CC(=O)NC(=S)Nc1ccccc1N1CCCCC1	7	2	-2	2	-43	8	-5	7	2
Cc1cc(C)cc(N2CC(C(=O)O)CC2=O)c1 (stereo not drawn)	21	-5	13	9	10	-12	-18	0	-1
O=C(COC(=O)c1cc(=O)[nH]c2ccccc12)Nc1nc(-c2ccccc2)cs1	-233	-2	-7	12	0	7	4	-9	5
CN1CCN(c2ccc(Cl)cc2NC(=O)CCN2C(=O)c3ccccc3C2=O)CC1	1	-5	-3	11	8	6	13	-4	-14
CCOC(=O)C1C(=O)N(O)CC1c1cccc(Oc2ccccc2)c1 (stereo not drawn)	5	-3	4	-4	-2	11	-7	-1	2

Exported with values under each structure: 3 of the compounds above
Values run as follows: SENP8 block-1, HKDC1 inh, SENP7 block, PfGluPho inh, NLRP3 yeast inh, SENP6 inh, Apaf-1 inh, SENP8 block-2, SENP1 inh
- Cc1cc(-c2ccc(C)c(S(=O)(=O)NCCN3CCC(C)CC3)c2)on1
  10, -4, 2, -6, 13, -2, 5, 0, 0
- COc1ccc(-n2nc(C(=O)NCC(=O)N3CCN(c4ccccn4)CC3)c3ccccc3c2=O)cc1OC
  -51, -7, 2, 3, -3, -2, -4, 5, -1
- CCn1c(SCC(=O)Nc2ccc(F)cc2)nnc1C1CC1
  8, -5, -6, -8, -8, -12, 10, -8, 0

High-throughput results (PubChem)
